Compound activity as filed in PubChem BioAssay.
H9c2 TAG inh: inhibitors of triacylglycerol accumulation | H9c2 cells, Nile Red lipid (TAG) fluorescence; cells loaded with 200 µM oleic acid | inhibition, % at 12.5 µM | 230,000 tested, 0.66% active | AID 651582;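 active means pattern-corrected inhibition of lipid staining of at least 50% with the nuclear-stain viability signal not falling by more than 50%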;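 further: 0% = DMSO wells and 100% = triacsin C control wells; some results filed as inactive read as strong as hits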
H9c2 TAG inh DAPI viability: also measured in H9c2 TAG inh; calls as there; DAPI nuclei signal change (viability), lower = more cytotoxic, %;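 whole-well DAPI fluorescence read on a plate reader as a viability signal; minus 50 percent equals half of cells still viable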
Active calls of the source: *; & = joins results of further samples.

SMILES | H9c2 TAG inh | H9c2 TAG inh DAPI viability
O=C(Nc1cccc(S(=O)(=O)NC2=NCCC2)c1)c1ccccc1 | 9.8 | 0.1
CCOc1ccc(C(=O)NCC2CCCO2)cc1OCC (stereo unspecified) | 7.4 | -5.3
COc1ccc(-c2ccc(/C=N/NC(=O)Cc3nnc(N)s3)o2)cc1Cl | 11.9 | -3.7
CC(C)NS(=O)(=O)c1ccc(CCC(=O)NCc2ccncc2)cc1 | 1.9 | -1.8
CC(C)C1Cc2nc(Cl)c(C#N)cc2CO1 (stereo unspecified) | 12.5 | -3.0
COc1cc(/C=C(/C#N)C(=O)c2c(C)[nH]c3ccccc23)ccc1OCC#N | -7.9 | -2.5
COc1ccc(NC(=O)C2(C)Cc3c(-c4ccc(N(C)C)cc4)ccnc3O2)cc1 (stereo unspecified) | -20.3 | 3.1
Cc1nnc(SCC(=O)Nc2nccs2)n(N)c1=O | -2.1 | -4.2
O=C1NC(=S)SC1=Cc1ccc(Cl)cc1 | -0.3 | -0.2
C#CCOCCOCCOCCNc1nc(N2CCN(C(=O)Cn3cc(CCO)nn3)CC2)nc(N2CCN(C(=O)[C@H](CCCCN)n3cc(CCCC)nn3)CC2)n1 | -22.5 | 7.1
COc1ccc(Nc2nc(OC)nc(OC)n2)cc1 | -9.7 | 8.7
CCOc1cccc(-c2nnc3sc(COc4ccc(OC)cc4)nn23)c1 | 5.4 | -4.9
COCCNC(=O)CN(CC1CCCO1)C(=O)CCC(=O)Nc1ccccn1 (stereo unspecified) | -0.6 | -4.6
CCOC(=O)C1(COCc2ccccc2)CCCCC1=O (stereo unspecified) | -5.8 | 1.1
COc1ccccc1-c1sc2ccccc2c1-c1ccc(OCCN2CCOCC2)cc1 | -2.7 | 11.9
CC(C)CNC(=O)CCCc1c[nH]c2ccccc12 | 26.9 | 2.3
CCCCNC(=S)Nc1ccc(SC(F)F)cc1 | -24.1 | 5.5
CCOc1ccccc1N1CC(C(=O)NCCOc2ccccc2OC)CC1=O (stereo unspecified) | -11.3 | -4.1
Cc1cc(C)cc(N2C(=O)CC(Sc3ncn[nH]3)C2=O)c1 (stereo unspecified) | -7.1 | 2.5
O=C1CC(=O)Nc2cc(S(=O)(=O)Nc3ccc(F)cc3Cl)ccc2N1 | 3.5 | -4.8
CCOC(=O)N1CCN(C(=S)NC(=O)c2ccc(F)c(F)c2)CC1 | 4.4 | 3.7
CN(C)c1cccc(C(=O)OCCCC(=O)c2ccc(F)cc2)c1 | -18.7 | -2.2
C/C(N)=C(/C#N)C(=O)COC(=O)c1ccccc1Cc1ccccc1 | 27.5 | -17.0
Cc1cccc(NC(=O)COC(=O)CCc2c[nH]c3ccccc23)c1 | -16.8 | -0.6
CCOC(=O)c1nnn(-c2nonc2N)c1CSc1ccccn1 | -1.7 | -8.5
CCNC(=S)Nc1ccc(Cl)c(C(F)(F)F)c1 | -1.5 | -9.4
CN(C(=O)COC(=O)c1cc([N+](=O)[O-])ccc1N1CCCC1)C1CCS(=O)(=O)C1 (stereo unspecified) | 11.7 | -7.3
CC(C)CNC(=S)Nc1ccc(Oc2ccccc2)cc1 | -16.6 | 15.9
CNc1cncc(-c2ccc(C)cc2)n1 | -1.6 | 17.3
Cc1ccc(Cn2c(C)c(C(=O)NCc3cccc(C(F)(F)F)c3)sc2=O)cc1 | -5.1 | 9.4
COc1cccc(C(=O)Nc2ccc(NC(=O)c3cc4ccccc4o3)c(OC)c2)c1 | 12.2 | 16.5
Cc1ccc(S(=O)(=O)NCCC(=O)N2CCN(S(=O)(=O)c3ccccc3)CC2)cc1C | 2.8 | -0.9
CC(CC(=O)Nc1nc2ccccc2[nH]1)n1ccnc1 (stereo unspecified) | 7.5 | -3.5
O=C(CCN1c2ccccc2Sc2ccccc21)OCC(=O)N1CCN(C(=O)c2ccco2)CC1 | -6.4 | 3.4
O=C(COc1ccc(Br)cc1F)NC1CCN(Cc2ccccc2)CC1 | 3.3 | 6.8
O=C(N/N=C/c1cc([N+](=O)[O-])ccc1O)c1cccc2ccccc12 | 9.9 | -16.7
Cn1nc(C(F)(F)F)c(/C=N/OC(=O)c2ccccc2)c1SCc1ccccc1Cl | 4.3 | -5.4
CC1=CC(C)(C)NC(=O)N1c1ccc(C)cc1 | 3.0 | -8.8
CC1(Cc2ccc(F)cc2)C(=O)Nc2c(Cl)ccc(Cl)c21 (stereo unspecified) | -7.5 | -1.2
COc1ccc(C2CC(=O)c3cc(OC)ccc3O2)cc1 (stereo unspecified) | 5.4 | 0.0
COc1ccc(C)cc1NC(=O)/C=C/c1ccc(OC)c(S(=O)(=O)N2CCOCC2)c1 | 15.5 | -5.2
COC(=O)/C=C1/S/C(=N/NC(=O)c2ccccc2)NC1=O | -8.4 | 4.1
COc1ccc(Br)cc1S(=O)(=O)Nc1ncn[nH]1 | -3.3 | 1.7
Oc1ccc2ccccc2c1C=NNc1ccccn1 | 49.4 | -11.0
CC(Oc1ccccc1C(N)=O)C(=O)Nc1ccc(S(=O)(=O)N2CCCC2)cc1 (stereo unspecified) | -12.9 | -0.7
COc1cc(/C=N/NC(=O)c2ccc(O)cc2)ccc1OCC(=O)N1CC(C)OC(C)C1 (stereo unspecified) | -10.1 | 9.6
Cc1ccc(S(=O)(=O)N2CCC[C@H]2C(=O)OCc2cc(=O)oc3cc(C)ccc23)cc1 | -10.4 | 3.0
CC[C@]12C(=O)N(C)C[C@H]([C@@H]3C(=O)N(C)C(=O)[C@@H]31)N2C(=O)c1ccc(C)cc1 | 15.6 | 12.8
CN1CCN(C(=O)C2=C[C@H](c3csc4ccccc34)C[C@H](OCc3ccc(CO)cc3)O2)CC1 | -9.3 | 11.5
c1ccc2sc(SCc3ccc(-c4nnco4)cc3)nc2c1 | -14.4 | -5.0
CCN(CC(=O)Nc1cc(Cl)ccc1C)C(=O)CC1CCCC1 | -10.1 | -9.0
COc1ccc2c(C)cc(=O)oc2c1 | -3.5 | 0.1
Cc1ccc(S(=O)(=O)N2CCN(C(=O)CC(C)C)CC2)cc1 | 4.1 | 6.6
CCNC(=O)c1ccc(NC(=O)CC2SC(N3CCCC3)=NC2=O)cc1 (stereo unspecified) | -3.7 | 8.6
O=S(=O)(/N=C(/Nc1cccnc1)c1ccccc1)c1ccc(F)cc1F | -23.6 | -2.4
COc1ccc(-n2nc(C(=O)NCC(=O)NCC3COc4ccccc4O3)c3ccccc3c2=O)c(OC)c1 (stereo unspecified) | -8.1 | -6.6
COCCCC/C(=N\OCCN)c1ccc(C(F)(F)F)cc1 | 18.2&20.0&3.2&18.7&12.6 | 0.9&1.5&-5.5&-1.7&-13.6
O=C(NC(=S)NC1CCC(O)CC1)c1ccco1 (stereo unspecified) | 1.1 | -0.1
Cc1nnc(NCc2ccco2)s1 | -8.1 | 6.5
COCCN(CC(=O)Nc1cccc(S(=O)(=O)N2CCCC2)c1)Cc1nc2ccccc2c(=O)[nH]1 | 9.2 | -3.2

Next structures:
SMILES | H9c2 TAG inh | H9c2 TAG inh DAPI viability
Cc1ccc(C(=O)CSc2ncnc3sc4c(c23)CCC(C)C4)cc1 (stereo unspecified) | -34.3 | 7.3
CC1COC(=O)C(NNc2ccc(Cl)c(Cl)c2)=N1 (stereo unspecified) | 3.4 | -6.7
COC(=O)c1oc2ccc(Br)cc2c1-n1cccc1 | -9.2 | -0.6
O=C1c2ccc(-c3nc4ccccc4o3)cc2C(=O)N1Cc1ccccc1 | 9.0 | -1.2
CC(C)c1cccc(C(C)C)c1NC(=O)COC(=O)[C@H](C)NC(N)=O | 4.7 | -6.0
Cc1cc(NC(=O)c2sc3ccccc3c2O)no1 | 7.4 | 0.0
Cc1ccc(/C=N/NC(=O)CN2CCN(Cc3ccccc3)CC2)o1 | 11.0 | -7.5
COc1ccc(C(=O)c2c3ccccc3[n+]([O-])n2CCC(N)=O)cc1 | 4.0 | 5.7
COc1ccc(OC)c2[nH]c(=O)c(CCNC(=O)c3ccc(S(=O)(=O)N4CCCC4)cc3)cc12 | 16.5 | 1.4
Cc1cccnc1NC(=O)c1ccc(COc2ccccc2)o1 | 0.6 | -6.1
CCOC(=O)Cn1c(=O)oc2cc(S(=O)(=O)Nc3ccc(F)cc3)ccc21 | -7.0 | -8.2
CCc1ccccc1C1C(=O)c2ccccc2C1=O | 23.7 | -19.6
O=C(COC(=O)/C=C/c1ccc(Cl)cc1Cl)NCc1ccco1 | -1.7 | 2.0
CCOC(=O)c1cnn(-c2ccc([N+](=O)[O-])cc2)c1N | -0.3 | 4.4
O=c1oc2ccccc2c(Nc2cccc3ccccc23)c1[N+](=O)[O-] | -0.7 | -11.1
Cc1cn(CC(=O)NCC2CCCO2)c(=O)[nH]c1=O (stereo unspecified) | 0.7 | 1.1
O=C(O)c1cc([N+](=O)[O-])c(NCCC2=CCCCC2)c([N+](=O)[O-])c1 | -15.9 | 16.5
Cc1n[nH]c(=O)nc1N1CCN(c2ccccc2)CC1 | -1.9 | 6.8
Cc1nc2c(Br)cc(Br)cc2cc1O | 22.8 | -8.7
Cc1ccc(-c2[nH]ncc2/C=N/n2c(C)nc3ccccc3c2=O)cc1 | -7.2 | 2.4
Cc1ccc(NC(=O)C(C)SCc2nc3sc(C)c(C)c3c(=O)[nH]2)nc1 (stereo unspecified) | 0.5 | 1.9
Nn1c(C2COc3ccccc3O2)n[nH]c1=S (stereo unspecified) | 16.7 | -11.6
COc1ccccc1OCc1ccc(C(=O)NCC2CCCO2)o1 (stereo unspecified) | -8.2 | 0.7
CCn1c(O)c(/C=N/N=C/c2ccc(OC)cc2)c2cc(C3=NNC(=O)CC3)ccc21 | -2.5 | 11.6
Fc1ccc(C2CCCN2Cc2nc(-c3cnccn3)no2)cc1 (stereo unspecified) | 0.5 | -8.1
CCOC(=O)c1c(C)[nH]c2cc(Br)c(O)cc12 | 2.3 | 4.8
Cc1c(C(=O)NCCc2ccc(S(N)(=O)=O)cc2)cccc1[N+](=O)[O-] | 6.3 | 8.6
Cc1ccc(C)c(OCC(=O)Nc2ccccc2C(=O)NC2CC2)c1 | 16.1 | 3.2
CCCCCCCCCn1c2c(c(=N)c3c1CCC3)CCC2 | -52.8 | -20.8
CC1=C(C(=O)OCc2ccccc2)C(c2cccc(Cl)c2Cl)NC(=O)N1CCCCCC(=O)O (stereo unspecified) | -11.6 | 60.0
Cc1ccc(S(=O)(=O)N2Cc3ccccc3CC2C(=O)Nc2ccc3c(c2)OCO3)cc1 (stereo unspecified) | -4.5 | 7.5
C[C@H](CO)N1C[C@H](C)[C@@H](CN(C)S(=O)(=O)c2cccs2)Oc2c(NC(=O)C3CC3)cccc2C1=O | -9.2 | -3.1
Cc1occc1C(=O)Nc1ccc(OCc2ccccc2)cc1 | -6.6 | 7.7
CCOC(=O)c1c(C)nc(C)c(C(=O)OCC)c1-c1cccc(N)c1 | 4.0 | -4.4
COCCNC(=O)NC12CC3(C)CC(C)(CC(C)(C3)C1)C2 | -21.7 | 11.9
CCc1nnc(NC(=O)CSc2nnc(-c3ccc(OC)cc3)n2C)s1 | -12.4 | 22.8
COc1ccc2c(CC(=O)Nc3ccc(N4CCOCC4)cc3)coc2c1 | 16.2 | 0.2
S=C(NCCCN1CCOCC1)N1CCOCC1 | -4.9 | 0.5
CC(C)CC(=O)Nc1nnc(SCC(=O)Nc2nccs2)s1 | 8.5 | -0.1
Cc1ccccc1C(=O)N1CCN(S(=O)(=O)c2ccccc2)CC1 | -5.4 | 2.7
Cc1ccsc1CN(C(=O)c1ccc([N+](=O)[O-])cc1)C1CCS(=O)(=O)C1 (stereo unspecified) | -0.8 | -3.8
CC(O)[C@H]1CNCCN1CCc1cccc(F)c1 (stereo partly specified) | -4.0 | 4.4
CCOC(=O)COc1ccc(Br)cc1/C=C/c1[nH]c(=O)[nH]c(=O)c1[N+](=O)[O-] | -9.8 | -1.5
CCOc1ccc2[nH]c(=O)c(CN(Cc3ccco3)C(=O)c3cccc(F)c3)cc2c1 | -15.7 | 5.8
CCCCCc1n[nH]c2c1CCCC2 | 3.3 | -1.8
COc1ccccc1-c1csc(C(O)c2ccccc2)n1 (stereo unspecified) | 4.0 | 2.5
CS(=O)Cc1cc(Oc2ccccc2)nc(-c2ccncc2)n1 (stereo unspecified) | 0.8 | -2.5
Cc1nc(C(=O)NC2CCOCC2)sc1C1(C)CC(c2cccc([N+](=O)[O-])c2)=NO1 (stereo unspecified) | 0.9 | -7.0
CCOC(=O)c1ccc(NC(=O)c2nc[nH]c2C(=O)N2CCN(c3ccccc3)CC2)cc1 | 21.9 | 3.1

Some of the compounds tested (hit frequency here may not be typical).
